# GAA glycogen – alters human alpha-glucosidase cleavage of glycogen; recombinant GAA, glycogen substrate, Amplex Red glucose oxidase fluorescence; Potency, µM (highest dose often 76.4 µM), for the others: top-dose activity change, negative = inhibition, usual class: inhibitors; 300,000 tested, 0.38% active; AID 2100; active = well fitted inhibition curve with a large enough effect; inconclusive = small, poorly fitted or top-dose-only effect, or another doubt; inactive = no such curve, though single readings can be large or run the other way;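 note: 0% = full enzyme reaction and -100% = no-enzyme basal signal; the screen sought inhibitors and activators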
#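 Recombinant human enzyme (4 nM); glycogen substrate; 37 C, 40 min, pH 5.0. Readout: coupled glucose oxidase/Amplex Red fluorescence.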
# Active calls of the source: *; ? = inconclusive; [ ] = dose if it differs, or a comment. Potency is the fitted concentration of half-maximal effect.
SMILES	GAA glycogen
Cc1cccc(N(CC(=O)NC2CC3CCC2C3)S(=O)(=O)c2ccccc2)c1 (stereo not drawn)	-3%[76.3 µM]
COc1ccc(S(=O)(=O)N2CCOCC2)cc1C(=O)N1CCCC1	-8%[76.3 µM]
O=C(NCCc1ccc(Cl)cc1)c1ccc2c(c1)N(Cc1c(F)cccc1Cl)C(=O)CS2	7%[76.3 µM]
COC(=O)c1cc(CNC(=O)c2sccc2-c2ccccc2)ccc1OC	1%[76.3 µM]
CC(=O)N1c2c(cc(Br)cc2S(=O)(=O)NCc2ccccc2Cl)CC1C (stereo not drawn)	7%[76.3 µM]
CC(=O)Nc1ccc(S(=O)(=O)N(C)CC(=O)N/N=C/c2ccc(C(=O)O)cc2)cc1	5%[76.3 µM]
CCOc1cc(/C=N/NC(=O)C2CCCC2)ccc1O	0%[76.3 µM]
CC(=O)N[C@@H](Cc1c[nH]c2ccccc12)C(=O)NCc1ccccc1	6%[76.3 µM]
Cc1cccc(C(=O)NCCc2nc3ccccc3n2Cc2ccccc2Cl)c1	-12%[76.3 µM]
COc1ccccc1N(CC(=O)N/N=C(\C)c1ccccc1O)S(=O)(=O)c1ccc(C)cc1	-2%[76.3 µM]

# Overlap with the part before: two compounds, then new ones.
SMILES	GAA glycogen
Cc1cccc(C(=O)NCCc2nc3ccccc3n2Cc2ccccc2Cl)c1	-12%[76.3 µM]
COc1ccccc1N(CC(=O)N/N=C(\C)c1ccccc1O)S(=O)(=O)c1ccc(C)cc1	-2%[76.3 µM]
COc1cc(OC)c(NC(=O)c2cnn(-c3ccccc3)c2-n2cccc2)cc1Cl	-3%[76.3 µM]
Cc1ccc(F)cc1NC(=O)CN1CCN(Cc2ccccc2)CC1	2%
Cc1ccc(Nc2c(-c3ccc(O)cc3)nc3cccc(C)n23)cc1	?
CCOc1cc(Br)c(COc2ccc(C)nc2[N+](=O)[O-])cc1OCC	-7%[76.3 µM]
CC1CCc2sc(C(=O)NCCCn3ccnc3)cc2C1 (stereo not drawn)	-13%[76.3 µM]
CC(OC(=O)CNC(=O)c1ccc2ccccc2c1)C(=O)NC1CCCCC1C (stereo not drawn)	-3%[76.3 µM]
OCCCc1nc2ccccc2n1CCCCOc1ccccc1	0%
O=C(CN(CC1CCCO1)C(=O)CNS(=O)(=O)c1ccc(F)cc1)NCc1ccccc1 (stereo not drawn)	-6%[76.3 µM]
CNC(=O)CN(c1ccc(Oc2ccccc2)cc1)S(=O)(=O)c1ccc(C)cc1	-3%[76.3 µM]
O=C(CN1CCCCC1)Nc1nc(-c2ccccc2)cs1	1%

# Pulled by structure from the list above, 3 records:
SMILES	GAA glycogen
O=C(CN(CC1CCCO1)C(=O)CNS(=O)(=O)c1ccc(F)cc1)NCc1ccccc1 (stereo not drawn)	-6%[76.3 µM]
CC(OC(=O)CNC(=O)c1ccc2ccccc2c1)C(=O)NC1CCCCC1C (stereo not drawn)	-3%[76.3 µM]
COc1cc(OC)c(NC(=O)c2cnn(-c3ccccc3)c2-n2cccc2)cc1Cl	-3%[76.3 µM]

# Remaining list, next part
SMILES	GAA glycogen
S=c1[nH]nc(-c2c[nH]c3ccccc23)o1	-8%
NC(=O)c1c(NC(=O)c2ccccc2)sc2c1CCCC2	14%[76.3 µM]
CC(=O)Nc1ccc(C(=O)CN2CCN(c3ccccc3)CC2)cc1	1%
CSc1ccc(S(=O)(=O)N2CCC(C(=O)Nc3ccc(C(N)=O)cc3)CC2)cc1	0%[76.3 µM]
Cc1ccn2c(=O)c(C(=O)NC(C)c3ccccc3)c(O)nc2c1 (stereo not drawn)	0%[76.3 µM]
O=c1c2cn(Cc3ccccc3)c3ccccc3c-2nn1Cc1ccc(F)cc1Cl	5%
CCCCOc1ccccc1CC1C(=O)Nc2ccc(Br)cc21 (stereo not drawn)	-11%[76.3 µM]
COCCn1c(SCC(=O)N2CCCC2)nc2c([nH]c3ccccc32)c1=O	-12%[76.3 µM]
O=C(Nc1ccccc1)O/N=C/c1ccc(F)cc1	-11%[76.3 µM]
COc1ccc(C)cc1Nc1n[n+](-c2ccccc2)c(-c2cccc(Cl)c2Cl)s1	-18%[76.3 µM]
COc1ccc(-n2ncc3c2CC(C)(C)CC3NC(=O)CN2CCOC2=O)cc1 (stereo not drawn)	-1%[76.3 µM]
O=C(Nc1cc(Cl)cc(Cl)c1)C1CCCC1	-3%[76.3 µM]
Cc1ccc(CNc2cccnc2)cc1	-7%
CC1=NN(C(N)=S)C(=O)C1N=Nc1cccc(Cl)c1 (stereo not drawn)	2%
CCN1C(=NCCCOC(C)C)N[C@@H](c2ccccc2)[C@H](C(=O)OC)[C@H]1C	-5%[76.3 µM]
CC(C)CN1CCC(=O)N(CCO)CC1	-8%[76.3 µM]
Cc1ccc2nc(/C(C#N)=C/c3ccc(-c4ccc(F)cc4F)o3)[nH]c2c1	10%[76.3 µM]
CC(C)c1ccc(C2N=C(N)Nc3nc4ccccc4n32)cc1 (stereo not drawn)	1%[76.3 µM]
OCCN1CCN(c2nc(-c3ccccc3O)nc3ccccc23)CC1	-2%
Cc1nc2c(C(=O)NCCc3ccc(Cl)cc3)c[nH]n2c(=O)c1Cc1ccccc1F	12%[76.3 µM]
CCCn1c(=O)sc2cc(NC(=O)c3ccccc3OCC)ccc21	-5%[76.3 µM]
O=C(CSC(=S)N1CCCC1)c1ccccc1	0%[76.3 µM]
CCC(=O)N1CCN(c2ccc(NC(=O)c3ccc4ccccc4c3)cc2)CC1	-24%
CC(C)C[C@H](NC(=O)N1CC(=O)Nc2ccccc21)C(=O)N1CCC[C@H]1C(=O)O	1%[76.3 µM]
COc1ccc(S(=O)(=O)Nc2ccc3oc4c(c3c2)C(=O)CC(C)(C)C4)cc1	13%[76.3 µM]
S=C(NCCN1CCOCC1)N1CCN(c2cccc(Cl)c2)CC1	5%[76.3 µM]
Cc1ccc(Nc2nc(C)nc(N)c2S(=O)(=O)c2ccccc2)cc1	13%[76.3 µM]
CC(NC(=O)C1CCCN(S(=O)(=O)c2ccc(-n3cnnn3)cc2)C1)c1ccc(F)cc1 (stereo not drawn)	-24%
O=C(CN1CCN(Cc2ccc3c(c2)OCO3)CC1)NCC(F)(F)F	1%[76.3 µM]
CCOc1ccc(C(=O)Oc2cc(C)[nH]c(=O)c2[N+](=O)[O-])cc1OCC	4%[76.3 µM]
NS(=O)(=O)c1ccc(NC(=O)COc2ccc(S(=O)(=O)NC3CCCCC3)cc2)cc1	7%[76.3 µM]
c1cncc(-c2csc(-c3cccnc3)n2)c1	4%
O=C(Nc1nncs1)c1ccc(F)c(S(=O)(=O)N2CCCCC2)c1	-2%[76.3 µM]
O=c1c(-c2cc(-c3ccccc3)nc3c2COc2ccccc2-3)coc2ccc(Cl)cc12	-6%[76.3 µM]
COc1ccc(C2C(C(=O)Nc3cccnc3)=C(C)Nc3nc(SCc4ccccc4)nn32)cc1 (stereo not drawn)	2%[76.3 µM]
c1ccc(CCCN2CCOCC2)cc1	-6%[76.3 µM]
Cc1c(C#N)c(O)[nH]c(=O)c1N=Nc1ccc(Cl)c(C(=O)O)c1	1%
COc1cc(OC)cc(C(=O)NNS(=O)(=O)c2ccc(F)cc2)c1	2%[76.3 µM]
CC(C)(C)OC(=O)N1CCC[C@H]1C(=O)Nc1ccc(C#N)cc1	-4%
Cc1cccc(C(=O)Nc2nnc(S(=O)(=O)N(C)Cc3ccccc3)s2)c1	20%[76.3 µM]
Cc1ccc(Cl)cc1NC(=O)CNCC(c1ccccc1)N(C)C (stereo not drawn)	3%
CCC(CC)c1nnc(NC(=O)CS(=O)(=O)c2ccc(C)cc2)s1	-7%
Oc1ccc(NCc2ccccc2OCc2ccc(Cl)cc2)cc1	?
Cc1ccn(CCC(=O)NC2CC(C)(C)Cc3c2cnn3-c2ccccc2C)n1 (stereo not drawn)	-1%[76.3 µM]
Cc1nnc(NC(=O)CN2CCN(Cc3c(Cl)cccc3Cl)CC2)s1	0%[76.3 µM]
Cc1ccc(N2CC(C(=O)Nc3ccc(Cl)cc3Cl)CC2=O)cc1 (stereo not drawn)	-16%[76.3 µM]
COc1ccc2cc(C(=O)C3CCCN(C(=O)c4cnn(C(C)C)c4)C3)ccc2c1 (stereo not drawn)	-6%[76.3 µM]
CCOC(=O)c1cccc(NC(=O)c2cc(S(=O)(=O)N3CCCC3)cn2C)c1	1%[76.3 µM]
CC1CC(C)CN(C(=O)C2CCCN(c3ncnc4c3nc3n4CCCCC3)C2)C1 (stereo not drawn)	3%
CC(C)(C)c1ccc(C(=O)NCCCNC(=O)c2ccco2)cc1	0%

# Next part.
SMILES	GAA glycogen
COc1ccccc1-n1c(SC)nc2c(sc(=S)n2-c2ccccc2)c1=O	5%
O=c1cc(-c2ccccc2)c2cc(Cl)c3c(c2o1)CN(Cc1ccccc1)CO3	-14%[76.3 µM]
Cc1ccc(C(=O)CC2(O)C(=O)N(Cc3ccccc3)c3ccccc32)c(C)c1 (stereo not drawn)	-9%[76.3 µM]
Cc1ccc(-c2nc(CS(=O)CC(=O)NCc3ccccc3Cl)c(C)o2)cc1 (stereo not drawn)	8%[76.3 µM]
Cc1cccc2nc(-c3ccco3)oc(=O)c12	3%
Cc1ccc(N(C(=O)c2csnn2)C(C(=O)NCc2ccccc2)c2ccccn2)cc1 (stereo not drawn)	4%
Cc1ccc(C(=O)OC(C)C(=O)NC2CCCCC2C)cc1S(=O)(=O)N1CCCCC1 (stereo not drawn)	-7%[76.3 µM]
CCCCCC(O)(CCN1CCCCC1)c1ccccc1 (stereo not drawn)	3%
Cc1ccc(-c2cc(C(=O)N/N=C/c3ccc(F)cc3)n[nH]2)o1	-2%
COc1cccc(-c2nc(SCC(=O)NCC3CCCO3)c(-c3ccc(Cl)cc3)[nH]2)c1 (stereo not drawn)	16%[76.3 µM]
O=C(Nc1ccccc1C(=O)O)c1cccc(NC(=O)c2ccccc2Br)c1	1%[76.3 µM]
Cc1ccccc1CNC(=O)c1ccc2ccccc2n1	-9%[76.3 µM]
Cc1cccc(-c2noc(CCCC(=O)NC3CCCCC3)n2)c1	10%
NS(=O)(=O)c1ccc(CNC(=O)C(Cc2ccccc2)NS(=O)(=O)c2ccccc2F)cc1 (stereo not drawn)	-14%
COc1cc(C2CC(=O)c3c([nH]c(C(=O)OC4CCCC4)c3C)C2)cc(OC)c1OC (stereo not drawn)	-17%[76.3 µM]
CCOC(=O)C1CCN(C(=O)Cn2nc(CC)n3c(cc4sccc43)c2=O)CC1	-9%[76.3 µM]
CCCCOc1cccc(NC(=O)CSc2nnc(C)s2)c1	13%[76.3 µM]
CCOc1ccc(NC(=O)c2oc3ccccc3c2NC(=O)Cc2ccc(F)cc2)cc1	10%[76.3 µM]
CCc1ccc(NC(=O)CSc2nncn2-c2cccnc2)cc1	11%
O=C(CCNC(=O)C1CCN(S(=O)(=O)c2ccccc2)CC1)NCc1ccccc1Cl	-2%[76.3 µM]
COc1ccc(Cc2nc3ccc(C(=O)NCc4cc(C)no4)cc3o2)cc1	-1%[76.3 µM]
COCCn1c(N)c(NCc2ccccc2)c(=O)[nH]c1=O	-5%
O=C(CN1C(=O)c2ccccc2C1=O)Nc1cc(C(=O)O)cc(C(=O)O)c1	0%
CCN(CC)CCCNC(=O)c1cc(-c2ccc3c(c2)OCO3)on1	3%
Cc1cccc(N(C)S(=O)(=O)c2ccc(-c3cc(C)no3)s2)c1	-13%[76.3 µM]
Cc1ccc(N(C)C(=O)c2cc(S(=O)(=O)N3CCCCC3)c[nH]2)cc1	6%[76.3 µM]
O=C(N/C(=C/c1ccccc1)C(=O)N1CCCCC1)c1ccccc1	-11%[76.3 µM]
O=C(Cn1c(SCCOc2ccccc2)nc2ccccc21)N1CCOCC1	13%[76.3 µM]
CSc1sccc1/C=C(/C#N)C(=O)c1ccco1	-3%
CCOC(=O)c1ccc(Nc2nc3nonc3nc2Nc2cccc(C)c2C)cc1	-18%[76.3 µM]
Cc1ccc(S(=O)(=O)c2c(O)c3ccc(C(=O)O)cc3[nH]c2=O)cc1	2%
CCOC(=O)c1c(C)oc2c1cc(NS(=O)(=O)c1ccc(C(=O)O)cc1)c1ccccc12	-15%[76.3 µM]
O=C(NN1CCOCC1)c1ccc([N+](=O)[O-])cc1	-14%[76.3 µM]
COCCNC(=S)N(CCc1c(C)[nH]c2ccc(Cl)cc12)Cc1cccnc1	0%
c1ccc(-c2nnsc2-c2ccccc2)cc1	2%
O=C(Cc1ccc(Br)cc1)NCc1ccccc1	-1%[76.3 µM]
Cc1cccn2c(=O)c3cc(C(=O)NC4CCCCC4C)n(C)c3nc12 (stereo not drawn)	-1%[76.3 µM]
CC(C)c1cc(=O)n2[nH]c(SCc3ccccc3Cl)nc2n1	1%
Cn1cc(S(=O)(=O)Nc2ccc(F)c(Cl)c2)c(=O)n(C)c1=O	24%[76.3 µM]
O=C(NCc1ccccn1)c1ccc(OC2CCN(Cc3ccc(Cl)s3)CC2)cc1	-11%[76.3 µM]

# An excerpt from above in order of their number in GAA glycogen, high to low.
SMILES | GAA glycogen
c1ccc(-c2nnsc2-c2ccccc2)cc1 | 2%
CC(C)c1cc(=O)n2[nH]c(SCc3ccccc3Cl)nc2n1 | 1%
COCCNC(=S)N(CCc1c(C)[nH]c2ccc(Cl)cc12)Cc1cccnc1 | 0%

# Remaining list, next part
SMILES	GAA glycogen
CCOC(=O)C1CCN(CC(O)COCc2ccc(Cl)cc2)CC1 (stereo not drawn)	-9%[76.3 µM]
O=[N+]([O-])c1ccc(O)c(CSc2nnnn2-c2ccccc2)c1	-6%[76.3 µM]
CCN1C(=O)c2ccccc2S(=O)(=O)c2ccc(C(=O)NCc3ccccc3Cl)cc21	-14%[76.3 µM]
CCOC(=O)c1ccc(NC(=O)NCCOCCn2c(=O)oc3ccccc32)cc1	0%[76.3 µM]

# Screens as filed in PubChem BioAssay.

# Not all compounds are listed. The share of hits here may be higher or lower than overall.
